High-throughput results from PubChem BioAssay.
CAL PDZ FP-1 = blocks peptide binding to human CAL PDZ domain; purified CAL PDZ, TMR-peptide fluorescence polarization, 1 h; 330,000 compounds, 0.02% hits; inhibition, % at 20 µM; AID 504414; Q9HD26;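 active means highest replicate inhibition of at least 40%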;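 further: plate controls were DMSO neutral control wells for no effect and unlabeled competitor peptide control wells for full effect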
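material = purified tagged CAL PDZ domain construct (CerCALP) | compound dosing = 20 µM, one dose | times = 1 h at RT | measured by = fluorescence polarization from S- and P-plane intensities, G-factor corrected | read-out = inhibition from polarization loss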
Tat export inh = inhibitors of E. coli Tat protein transport | AID 488895 | inhibition, % at 10 µM | E. coli MC4100 TorA-mCherry Tat export, fluorescence | 340,000 compounds, 0.036% hits;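 active means mean replicate inhibition at least 50% and at least half of replicates individually reaching 50%; inconclusive means only one of the two criteria met; inactive means neither criterion met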;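 further: exported cargo escapes ClpAP degradation while cytoplasmic cargo is degraded and loses fluorescence; 0% = median of neutral control wells and 100% = median of NaSCN control wells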
SR-BI DiI inh = mouse SR-BI HDL lipid transfer inhibition. AID 488896. 320,000 compounds, 0.96% hits. inhibition, % at 12.5 µM. ldlA[mSR-BI] CHO cells, DiI-HDL uptake fluorescence, 3 h;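 active means mean replicate inhibition of at least 70% and a set share of replicates each scoring 70 or more; inconclusive means meets just one of the two criteria; inactive means fails both criteria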;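 further: 0% = median of neutral control wells and 100% = median of positive control wells; values of inactives mirror those of a sister screen read the other way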
Target sequence (Q61009 whole entry, looked up): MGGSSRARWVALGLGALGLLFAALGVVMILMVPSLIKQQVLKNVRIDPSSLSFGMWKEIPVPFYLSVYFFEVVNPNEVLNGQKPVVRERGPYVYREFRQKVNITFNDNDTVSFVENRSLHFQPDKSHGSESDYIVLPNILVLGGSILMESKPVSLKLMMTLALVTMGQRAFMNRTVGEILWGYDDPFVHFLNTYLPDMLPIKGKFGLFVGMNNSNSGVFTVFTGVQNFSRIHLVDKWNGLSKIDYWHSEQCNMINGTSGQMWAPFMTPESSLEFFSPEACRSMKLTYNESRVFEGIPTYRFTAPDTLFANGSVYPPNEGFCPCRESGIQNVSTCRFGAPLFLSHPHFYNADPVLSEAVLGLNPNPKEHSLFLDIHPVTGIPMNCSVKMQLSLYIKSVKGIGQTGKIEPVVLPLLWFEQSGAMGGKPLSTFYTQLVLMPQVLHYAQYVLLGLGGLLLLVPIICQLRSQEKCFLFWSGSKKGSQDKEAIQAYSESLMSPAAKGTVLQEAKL
phage Ecoli inh = E. coli growth loss with phage present | 360,000 compounds, 0.26% hits | growth absorbance | inhibition, % at 11.9 µM; in the data active means inhibition above about 11%
Ecoli viability = counter-screen for AddAB inhibitors: E. coli growth inhibition | inhibition, % at 11.9 µM | AID 449728 | 330,000 compounds, 0.27% hits | E. coli V3065 growth, OD600 absorbance, 18 h;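 active means inhibition above the campaign's mean inhibition across all tested compounds plus 3 SD, cut at about 9.9% in these data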;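 further: uninfected addAB+ strain grown without phage in ampicillin broth; 0% = DMSO wells and 100% = ciprofloxacin 0.95 µg/ml wells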
Wnt act = activators of Wnt/beta-catenin signaling | activation, % at 9.35 µM | Wnt/beta-catenin reporter cell assay, activator, plate reader | 300,000 compounds, 1.2% hits | AID 743398; in the data active means activation above about 30%, passing the limit was not always enough; inconclusive means no clear call, values can overlap the other calls;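 further: 0% = neutral control wells and 100% = positive control wells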
AddAB inh = less growth of phage-infected E. coli with AddAB; E. coli expressing H. pylori AddAB, absorbance growth; inhibition, % at 11.9 µM; 330,000 compounds, 0.29% hits; AID 435030; in the data active means inhibition above about 12%;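 further: 0% = vehicle wells of infected cells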
CAL PDZ FP-2 = CAL PDZ (human) peptide binding inhibition | purified CAL PDZ, TMR-peptide fluorescence polarization, 1 h | AID 602252 | 300,000 compounds, 0.92% hits | inhibition, % at 24.9 µM | Q9HD26;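 active means mean inhibition of at least 30% with at least half of replicates also reaching 30%; inconclusive means no clear call, values can overlap the other calls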;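 further: 0% = DMSO neutral control and 100% = excess unlabeled competitor peptide PRC23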
MITF act = MITF TRPM1 promoter activation in melanoma cells; SK-MEL-5 TRPM1-promoter luciferase, 24 h; % of positive control, neutral wells = 0; activation, % at 12.5 µM; 300,000 compounds, 0.75% hits; AID 588334;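 active means mean activation of at least 80% with every replicate also reaching 80%; inconclusive means mean reaches 80% but some replicate falls short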;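 further: 0% = neutral control wells and 100% = parthenolide positive control wells; values of inactives mirror those of a sister screen read the other way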
SR-BI DiI-HDL act = activators of SR-BI mediated HDL lipid uptake; activation, % at 12.5 µM; 320,000 compounds, 0.096% hits; AID 504775; CHO ldlA[mSR-BI] cells, DiI-HDL uptake fluorescence, 3 h; 100 = double the neutral-control signal;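 active means mean replicate activation of at least 60% and every replicate at or above 60%; inconclusive means mean or all-replicate condition met, but not both; inactive means mean below 60% and not all replicates reaching 60%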;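 further: 0% = median plate neutral-control signal and 100% = twice that signal; values of inactives mirror those of a sister screen read the other way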
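Assay system: CHO ldlA[mSR-BI] cells, LDL receptor-null, SR-BI overexpressing; medium: Ham's F12 with 0.5% BSA, HEPES 25 mM, pH 7.4; also added: DiI-HDL 10 µg/mL; timing: 3 h uptake period with compound, 37 °C; signal: DiI fluorescence, bottom read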
* marks the source's active call; other numbers are inactive results; ? = inconclusive; · = no result given.

SMILES	CAL PDZ FP-1	Tat export inh	SR-BI DiI inh	phage Ecoli inh	Ecoli viability	Wnt act	AddAB inh	CAL PDZ FP-2	MITF act	SR-BI DiI-HDL act
O=c1ccc2c(-c3ccccc3)c3ccc(O)cc3oc-2c1	·	5.2	2.5	1.2	0.6	-0.5	-1.3	-11.4	1.2	-2.5
Cc1cccc([C@@H]2C[C@H]3CN(Cc4cccc(Cl)c4)C(=O)[C@]34CCCN24)n1	-3.5	-3.8	16.3	5.0	-0.8	-2.4	1.4	0.6	-8.0	-16.3
COc1ccccc1-n1cnnc1SCC(=O)c1ccc[nH]1	-3.6	-6.2	-7.7	1.9	-0.5	·	-0.2	-1.2	-3.0	7.7
Cn1c(C(=O)OC(C(=O)NC(C)(C)C)c2cccnc2)cc2sccc21 (centres undefined)	-1.3	3.6	-5.8	3.0	0.9	-1.1	3.1	·	1.8	5.8
CCCCCC(=O)Nc1ccc(N2CCOCC2)c(S(=O)(=O)Nc2ccc(OC)cc2)c1	-2.7	4.4	4.8	1.8	0.3	-0.6	0.2	-3.4	1.7	-4.8
CCOC(=O)CN1C(=O)CCSc2ccc(Cl)cc21	-0.6	2.2	-7.1	2.3	0.8	-1.9	2.6	·	5.7	7.1
COc1ccccc1NC(=O)Cn1c(=O)oc2ccccc21	-1.2	0.3	2.4	2.8	-0.1	·	-1.1	-0.1	-1.0	-2.4
CC(CCN1CCN(c2ccccc2)CC1)c1ccccc1 (centres undefined)	-2.0	-1.2	5.0	-0.2	·	0.3	·	4.6	-1.7	-5.0
CCOCCCNC(=O)c1cn(CC(C)C)c(=O)c2cc(OC)c(OC)cc12	0.2	1.6	-1.7	2.7	·	-3.1	·	·	-4.3	1.7
Cc1nn(-c2ccccc2)c(Cl)c1/C=N/NC(=O)c1ccccc1NS(=O)(=O)c1cccs1	-2.1	?	-3.7	1.3	0.9	·	1.9	-4.1	1.4	3.7
O=C(N/N=C/c1cc(Br)cs1)c1ccc2c(c1)OCCO2	·	·	·	0.1	-0.9	-1.9	0.1	·	·	·
Cc1ccc(S(=O)(=O)N2CCOC23CCN(C(=O)c2ccccc2Br)CC3)cc1	-3.8	-2.7	-5.7	3.5	2.5	2.9	2.5	-4.4	-7.6	5.7

3 compounds from above, arranged by the number in Wnt act, rising:
compound,Wnt act
Cn1c(C(=O)OC(C(=O)NC(C)(C)C)c2cccnc2)cc2sccc21 (centres undefined),-1.1
CC(CCN1CCN(c2ccccc2)CC1)c1ccccc1 (centres undefined),0.3
Cc1ccc(S(=O)(=O)N2CCOC23CCN(C(=O)c2ccccc2Br)CC3)cc1,2.9

Further results follow:
SMILES	CAL PDZ FP-1	Tat export inh	SR-BI DiI inh	phage Ecoli inh	Ecoli viability	Wnt act	AddAB inh	CAL PDZ FP-2	MITF act	SR-BI DiI-HDL act
O=C(Nc1c(C(=O)O)oc2ccc(Br)cc12)c1ccccc1	-3.3	-3.3	-3.4	·	0.9	·	1.2	-14.0	6.3	3.4
CC(C)N(C(=O)[C@H]1C[C@H](CC(=O)NCc2cccc(C(F)(F)F)c2)C(=O)N2CCc3c([nH]c4ccc(Cl)cc34)[C@]12C)C(C)C	0.8	-10.2	-4.4	0.6	-1.1	-3.6	-3.1	-2.4	-26.8	4.4
COC(=O)c1sc(NC(=O)c2c(-c3ccccc3)noc2C)nc1C	-2.5	4.9	15.8	0.7	1.4	1.0	2.0	-4.6	6.7	-15.8
COc1ccc(CCN2C(=O)c3[nH]nc(-c4ccccc4O)c3C2c2cccc(Cl)c2)cc1 (centres undefined)	-0.5	-0.2	13.8	0.9	2.4	·	0.0	-3.7	-30.5	-13.8
Cc1ccc(C)c(C(=O)OCC(=O)Nc2cccc(S(=O)(=O)N3CCCCC3)c2)c1	-0.5	4.8	31.0	3.5	1.4	-3.9	0.3	·	-11.7	-31.0
CCN1CC=C2C(C#N)=C(N)C(C#N)(C#N)[C@H](c3ccoc3)[C@H]2C1	-1.5	4.4	-18.6	·	-2.2	·	-4.3	-0.9	-5.0	18.6
COc1ccc(NC(=O)CC2CCCCC2)cc1OC	-1.4	-6.1	-5.2	-0.2	-1.0	7.8	0.7	-21.9	34.1	5.2
Cc1ccc(S(=O)(=O)N(C)CC(=O)NCCCn2ccnc2)cc1	-3.0	-4.6	·	2.6	-1.8	-0.9	1.2	-3.8	4.2	·
CC1CCN(c2nc(-c3ccccc3)cc(C(F)(F)F)n2)CC1	·	-1.3	49.8	1.6	0.1	·	1.0	-1.4	·	-49.8
CCC(=O)c1ccc(N2CCN(C(=O)c3cc([N+](=O)[O-])ccc3F)CC2)c(F)c1	-1.2	4.7	56.3	0.8	1.0	-2.7	4.1	·	-1.3	-56.3
O=C(O/N=C1\C(=O)N(c2ccccc2)c2ccccc21)C1CC1	-0.3	-4.7	-5.4	2.6	-2.0	-10.6	-2.6	0.8	-4.7	5.4
Cc1ccc(S(=O)(=O)NCCCNS(=O)(=O)c2ccccc2Br)cc1	-0.9	13.6	-1.2	4.5	0.5	-1.8	0.1	-1.5	-1.5	1.2
CN(CC(=O)NCc1ccco1)S(=O)(=O)c1ccc(F)cc1	-0.6	10.4	·	0.7	0.9	-2.1	4.6	-8.3	-2.0	·
NC(=O)CC(NC(=O)Cc1cccc2ccccc12)c1ccc(NCc2ccccn2)c([N+](=O)[O-])c1 (centres undefined)	0.3	1.0	-11.7	1.4	-2.3	-3.3	2.4	32.3*	-0.2	11.7
CCOC(=O)c1ccccc1NC1c2ccccc2C(=O)N1c1cc(C)ccn1 (centres undefined)	-1.0	16.9	12.6	2.0	-1.6	-4.3	-0.3	·	·	-12.6
COC(=O)c1ccsc1NC(=O)CS(=O)(=O)c1ccccc1	1.2	5.0	10.3	0.2	0.4	-5.1	5.0	2.4	13.1	-10.3
O=C(C1CCCN1S(=O)(=O)c1cccc2nsnc12)N1CCN(c2ccccc2)CC1 (centres undefined)	-1.9	-3.8	-14.5	·	0.8	·	4.6	-2.3	-8.2	14.5
CCN(CC)C(=O)Cn1nnc(-c2ccc(C)o2)n1	-2.7	1.5	-5.7	2.6	1.2	-2.8	1.6	3.6	·	5.7
CCCN(C(=O)COc1ccc(Cl)cc1Cl)c1c(N)n(Cc2ccccc2)c(=O)[nH]c1=O	0.2	-0.1	3.8	3.0	0.8	-1.2	-0.9	-4.5	7.2	-3.8
CC(=O)c1ccc(N2CCN(C(=O)c3ccco3)CC2)c(F)c1	-0.4	5.5	21.0	3.8	0.4	·	0.3	-1.8	29.0	-21.0
CC1(c2ccccc2)NC(=O)N(Cc2ccc([N+](=O)[O-])cc2)C1=O (centres undefined)	-0.6	4.4	-10.4	4.5	-2.4	·	1.6	-1.3	1.4	10.4
N#Cc1c(-c2ccccc2)cc(-c2ccccc2)nc1SCc1nnc(-c2ccccc2)o1	·	-4.7	1.9	2.7	-2.5	·	0.8	-10.9	·	-1.9
Cc1nc2sc(C(c3cccc(F)c3)N3CCCCC3)c(O)n2n1 (centres undefined)	0.9	-3.5	-19.0	0.3	-2.8	·	0.9	-6.1	5.4	19.0
COc1ccc(-c2nnc(N)s2)cc1	0.4	-0.1	-0.3	3.3	1.1	13.1	3.3	·	12.8	0.3
O=C(c1ccc(Br)o1)N1CCN(c2ccc3nnc(-c4ccccc4)n3n2)CC1	-5.4	3.4	-14.5	2.5	-1.6	-4.6	1.9	·	-0.3	14.5
Cc1ccc2c(c1)=C(c1sc(N(C)c3ccc(O)cc3)nc1O)C(=O)N=2	2.0	1.1	13.4	0.9	1.6	2.2	-1.4	-4.8	41.7	-13.4
COCCNC(=O)C(=O)NCC1OCCN1S(=O)(=O)c1cccs1 (centres undefined)	-0.7	1.6	-8.0	-0.5	0.5	-1.5	-1.4	-4.0	1.8	8.0
Nc1no[n+]([O-])c1-c1ccccc1	0.1	-1.2	-5.3	0.9	1.5	-3.6	4.7	·	-3.9	5.3
O=C(C1=C(O)C(=O)N(Cc2cccnc2)C1c1ccccn1)c1cccs1 (centres undefined)	0.0	4.3	-12.3	1.7	-1.3	-12.5	0.6	1.1	0.7	12.3
CCCNC(=O)C1CC(=O)N(c2ccc(OCC(=O)Nc3cc(C)cc(C)c3)cc2)C1 (centres undefined)	-1.1	0.1	63.6	2.1	-1.0	0.9	0.9	·	·	-63.6
O=C1NC(c2ccncc2)Nc2sc3c(c21)CCCC3 (centres undefined)	-4.1	-7.8	-1.9	1.1	-1.6	8.8	-0.4	-2.9	9.0	1.9
Cc1ccc2c(c1)N(CC(=O)N1CCCC1)C(=O)CO2	0.4	7.8	5.2	-0.4	-2.8	-0.2	-3.1	·	12.4	-5.2
Cc1cc2oc(=O)sc2cc1NS(=O)(=O)c1cccc2cccnc12	0.4	-11.0	-6.5	2.5	0.9	-0.4	3.2	3.4	-3.8	6.5
CN(CC(O)COc1ccc(S(=O)(=O)N2CCOCC2)cc1Cl)C1CCCCC1 (centres undefined)	-0.3	-0.2	-19.8	1.7	0.2	-0.4	2.2	-2.6	4.8	19.8
COCCCn1c(=O)/c(=C\c2ccccc2OC(F)F)s/c1=C(/C#N)C(=O)NCCOC	-2.7	-8.8	·	1.8	-1.4	-2.0	-1.6	-5.5	8.5	·
CC(=O)Nc1ccc(C(=O)OCC(=O)NCc2ccccc2)cc1	·	7.1	-3.7	3.5	-0.7	-9.7	1.2	1.5	-7.0	3.7
C/C(=N/Nc1ccc(Cl)cc1)c1cnnc(-c2ccccc2)n1	-0.9	-12.8	-7.5	4.0	2.6	-2.2	1.7	·	1.2	7.5
Cc1ccc(C(=O)NNC(=O)CCn2nnc3ccccc32)cc1	-3.1	-8.2	-21.4	1.6	-1.5	-0.5	-0.8	·	-8.8	21.4
O=C(O)/C(=C\c1cn(-c2ccccc2)nc1-c1ccc(Cl)cc1)NC(=O)c1ccccc1	-2.6	1.4	10.1	-0.1	0.3	-0.6	-0.2	-4.1	-3.0	-10.1
CCC(=O)c1ccc(OCC(=O)OC(C)C(=O)Nc2c(C)n(C)n(-c3ccccc3)c2=O)cc1 (centres undefined)	-1.6	4.7	-2.7	3.0	·	-1.3	·	-1.7	0.0	2.7
COc1ccc(N2CC(C(=O)Nc3ccc(S(=O)(=O)N4CCCCC4)cc3)CC2=O)cc1 (centres undefined)	-2.0	8.7	20.3	-0.4	-0.9	0.2	4.8	-3.6	6.5	-20.3
COC(=O)c1ccc(NS(=O)(=O)c2cc(-c3cc(C)no3)ccc2OC)cc1	-1.9	1.8	-25.7	2.4	0.6	-5.9	2.1	5.2	-25.0	25.7
Cc1cccc(C)c1NC(=O)c1ccc(CN2CCc3ccccc3C2)cc1	-0.4	-1.0	10.3	3.4	-0.6	0.6	4.4	0.3	-17.9	-10.3
